Compound activity deposited in PubChem BioAssay by several laboratories.
TRPC4 inh: inhibitors of mouse TRPC4 channel, primary screen, Fluo4 calcium, HEK293 TRPC4beta/mu-opioid cells; Short transient receptor potential channel 4 (Mus musculus), Q9QUQ5; DAMGO-evoked Fluo4 calcium flux; hits give low values; B-score at 10 µM; hit rate 0.39% among 300,000;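 active means B-score over 3 SD under the library average, no early fluorescence shift, positive overall ratio signal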
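Assay system: TRPC4beta/mu-opioid receptor HEK293 cell line; compound dosing: single concentration per test compound; detection: Fluo4 Ca2+ flux fluorescence; evaluation: per-well B score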
KCNQ1 block: inhibitors of human KCNQ1 channel, primary screen, cell-based, thallium flux, high-throughput | Potassium voltage-gated channel subfamily KQT member 1 (Homo sapiens), P51787 | CHO-K1 KCNQ1, FluxOR thallium flux fluorescence; hits give high values | B-score at 10 µM | hit rate 1.3% among 310,000;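 active means compounds whose thallium flux B-score, printed positive for inhibition, exceeds three library SD while starting fluorescence stays within three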;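 further: channel opened by potassium depolarization with thallium stimulus after 20 min compound exposure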
Target sequence (P51787 whole entry, looked up): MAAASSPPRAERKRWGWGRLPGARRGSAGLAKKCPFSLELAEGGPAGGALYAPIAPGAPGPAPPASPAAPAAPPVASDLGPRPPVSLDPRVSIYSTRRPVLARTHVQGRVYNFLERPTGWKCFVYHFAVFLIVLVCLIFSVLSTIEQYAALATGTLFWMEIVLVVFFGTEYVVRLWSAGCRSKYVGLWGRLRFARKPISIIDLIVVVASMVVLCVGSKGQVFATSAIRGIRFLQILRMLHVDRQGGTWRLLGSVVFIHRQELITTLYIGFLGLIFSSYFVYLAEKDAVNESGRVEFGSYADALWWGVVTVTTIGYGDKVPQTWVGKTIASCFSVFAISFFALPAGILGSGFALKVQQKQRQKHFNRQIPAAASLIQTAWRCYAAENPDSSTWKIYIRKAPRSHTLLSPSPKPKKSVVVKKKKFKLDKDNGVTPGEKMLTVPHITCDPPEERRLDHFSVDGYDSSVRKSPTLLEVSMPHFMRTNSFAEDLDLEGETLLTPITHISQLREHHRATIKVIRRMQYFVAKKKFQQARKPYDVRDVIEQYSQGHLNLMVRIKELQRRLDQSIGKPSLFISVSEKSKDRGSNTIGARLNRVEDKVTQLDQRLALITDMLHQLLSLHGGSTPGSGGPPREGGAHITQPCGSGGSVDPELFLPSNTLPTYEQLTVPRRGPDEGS
KCNK3 inh: human KCNK3 channel inhibitors, primary screen, CHO cells, FluxOR thallium flux, B-score. Potassium channel subfamily K member 3 (Homo sapiens), O14649. FluxOR fluorescence; hits give low values. B-score at 10 µM. hit rate 0.84% among 340,000;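 active means B-score under library mean minus 4 SD, starting fluorescence ratio at most library mean plus 5 SD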;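 further: more negative B-score means stronger inhibition of thallium flux through KCNK3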
Target sequence (O14649 whole entry, looked up): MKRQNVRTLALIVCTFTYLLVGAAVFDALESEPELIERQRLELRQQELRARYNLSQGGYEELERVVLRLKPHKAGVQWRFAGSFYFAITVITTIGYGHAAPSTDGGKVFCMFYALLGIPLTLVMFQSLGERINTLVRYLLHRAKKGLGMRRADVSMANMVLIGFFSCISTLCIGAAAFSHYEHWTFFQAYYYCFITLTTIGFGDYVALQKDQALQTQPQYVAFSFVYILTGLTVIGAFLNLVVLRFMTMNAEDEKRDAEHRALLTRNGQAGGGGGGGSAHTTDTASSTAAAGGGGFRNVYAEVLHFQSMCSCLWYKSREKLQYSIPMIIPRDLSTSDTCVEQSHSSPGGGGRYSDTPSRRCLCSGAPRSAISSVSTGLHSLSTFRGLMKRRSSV
Dyrk1A ADPGlo: rat Dyrk1A kinase inhibitors, primary screen, biochemical, single point, plate reader. Dual specificity tyrosine-phosphorylation-regulated kinase 1A (Rattus norvegicus), Q63470. ADP-Glo luminescence, NFATc1 peptide. inhibition, % at 12.5 µM. hit rate 0.43% among 310,000; in the data active means inhibition above about 50%;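 further: plate controls were vehicle with enzyme for no effect and no enzyme for full effect; many of its hits are not listed in these tables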
Platelet DG rel: inhibitors of platelet dense granule secretion, primary screen, cell-based, MLPCN, human platelets | inhibition, %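 (compounds screened at 7.5 µM in platelet-rich plasma)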 | human platelet-rich plasma, SFLLRN dense granule ATP release, luminescence | hit rate 0.22% among 300,000;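 active means mean replicate score, as percent of positive control, at or above 50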
KCNK9 block: KCNK9 potassium channel inhibitors, primary screen, HEK293 cells, thallium flux; AID 488922, 2010; Potassium channel subfamily K member 9 (Homo sapiens), Q9NPC2; FluxOR thallium flux fluorescence; hits give low values; B-score at 10 µM; hit rate 1.2% among 310,000;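 active means ratio B-score over 3 SD below the library mean, with starting fluorescence within 5 SD of its mean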;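 further: negative B-score means less thallium flux so channel inhibition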
hERG protect: hERG rescue from dofetilide block, primary screen, cell-based, CHO-hERG, FluxOR thallium flux, dofetilide IC70. dofetilide IC70 present. Voltage-gated inwardly rectifying potassium channel KCNH2 (Homo sapiens), Q12809. hit rate 0.51% among 310,000. AID 1511, 2009. activation (rescue from dofetilide block), less the hit threshold, % at 10 µM;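 active means activation above the mean of controls blocked by dofetilide plus 5 SD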;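 further: thallium influx through hERG after potassium depolarization seen as dye fluorescence rise; in these data hits start at about 4.7%; inactives centre near -7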
PolyA inh: polyadenylation inhibitors in yeast reporter cells, primary screen, luminescence, S. cerevisiae. hit rate 0.02% among 300,000. AID 1875, 2009. S. cerevisiae SKY197-pL101 polyadenylation reporter, beta-gal luminescence; efflux-impaired pdr1/pdr3 knockout yeast; score 100 = 6 SD above DMSO. calls only at 12 µM;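 active means lowest replicate activity score at least 50, where 100 means six control SD above control mean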;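 further: yeast exposed to compound for 9 h at 30 °C; higher score means more reporter readthrough which indicates perturbed polyadenylation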
KCNQ1 pot: potentiators or activators of KCNQ1 channel, primary screen, cell-based, thallium flux, high-throughput | Potassium voltage-gated channel subfamily KQT member 1 (Homo sapiens), P51787 | CHO-K1 KCNQ1, thallium flux FluxOR fluorescence; hits give high values | B-score at 10 µM | hit rate 0.35% among 310,000 | AID 2648, 2010;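 active means fluorescence ratio B-score, a plate-corrected score, at least three library SD, with initial intensity B-score within 5 SD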
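assay system = CHO-K1 cells stably expressing KCNQ1 | medium = assay buffer, equal DMSO in all wells | timing = 37 °C overnight plating, 90-min dark dye load, 20-min compound pretreatment | measured by = kinetic FluxOR thallium fluorescence, 10-s 1-Hz baseline, 110-s post-stimulus read | measure = fluorescence change relative to baseline, converted to B score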
TRPC4 potent: positive allosteric modulators of TRPC4, primary screen, cell-based, mouse TRPC4beta, HEK293 mu-opioid, Fluo-4 calcium | B-score at 10 µM | DAMGO EC20, Fluo-4 Ca2+ flux; hits give high values | AID 2227, 2009 | Short transient receptor potential channel 4 (Mus musculus), Q9QUQ5 | hit rate 0.42% among 310,000;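 active means B-score of calcium response area above 5 SD of library B-scores, with initial fluorescence ratio within 5 SD of library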;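 further: B-score of integrated fluorescence ratio over time as area under calcium response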
TRPC4 act: activators of mouse TRPC4 channel, primary screen, Fluo4 calcium, HEK293 TRPC4beta/mu-opioid cells; Short transient receptor potential channel 4 (Mus musculus), Q9QUQ5; Fluo4 calcium fluorescence; hits give high values; B-score at 10 µM; hit rate 0.49% among 310,000; AID 2237, 2010;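 active means B-score above 5 SD of library B-scores, and initial fluorescence ratio not above library mean plus 5 SD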;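 further: positive B-score marks a calcium rise read as TRPC4 activation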
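Technique: kinetic Fluo4 calcium fluorescence; Test system: TRPC4beta and mu-opioid receptor HEK293 stable cells; Measure: B-scored integrated calcium fluorescence ratio; Benchmarks: low control buffer alone, high control maximal DAMGO; Schedule: 45 min room-temperature Fluo4 loading, 110 s read.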
* hit, by the source's call; i = inactive; x = not tested or not shown.

SMILES | TRPC4 inh | KCNQ1 block | KCNK3 inh | Dyrk1A ADPGlo | Platelet DG rel | KCNK9 block | hERG protect | PolyA inh | KCNQ1 pot | TRPC4 potent | TRPC4 act
Cc1ccc(-c2nn(CC(=O)NCc3ccccn3)c(=O)c3ccccc23)cc1S(=O)(=O)N(C)C | i | i | i | 0 | -3 | i | -8 | i | i | i | i
O=C(O)CCCNc1ccc(S(=O)(=O)N2CCCCC2)cc1 | i | i | i | 30 | -5 | i | -6 | i | i | i | i
NS(=O)(=O)c1ccc(CCNC(=O)C(=O)c2c[nH]c3ccccc23)cc1 | i | i | i | 4 | 0 | i | -18 | i | i | i | i
O=C(CCNS(=O)(=O)c1cccc2nonc12)NC1CCCCCC1 | i | i | i | -1 | 2 | i | -8 | i | i | i | i
COCCn1c(SCC(=O)Nc2cc(OC)ccc2OC)nc2c(c1=O)SC(C)C2 (stereo not given) | i | i | i | 2 | -3 | i | -7 | i | i | i | i
CC1CCN(CCCNC(=O)C2CCC(CNS(=O)(=O)c3cccc4nsnc34)CC2)CC1 (stereo not given) | i | i | i | 1 | -1 | i | -7 | i | i | i | i
Cc1cc(NC(=O)CSc2nnc(C(C)N(C)C)n2-c2ccc(F)cc2)no1 (stereo not given) | i | i | i | 7 | -2 | i | -10 | i | i | i | i
C=C(C)CNC(=S)N=Nc1c(O)[nH]c2ccc([N+](=O)[O-])cc12 | i | i | i | x | 0 | i | -10 | i | i | i | i
CNc1ncc(C(=O)c2ccc(Cl)c(Cl)c2)s1 | i | i | i | 0 | -6 | i | -6 | i | i | i | i
CC(C)(C)SC(=O)CC1NS(=O)(=O)OCC1NC(=O)OCC(Cl)(Cl)Cl (stereo not given) | i | i | i | x | 3 | i | -4 | i | i | i | i
Cn1c(-[n+]2c(-c3ccccc3)cc(-c3ccccc3)cc2-c2ccccc2)nc2cc([N+](=O)[O-])ccc21 | i | i | i | x | 9 | i | -13 | i | i | i | i
Cc1ccc(-c2nn(-c3ccccc3)cc2CO)o1 | i | i | i | 10 | 6 | i | -5 | i | i | i | i
O=C(NN1C(=O)C2C(C1=O)C1C=CC2C12CC2)c1ccccc1 (stereo not given) | i | i | i | -6 | 1 | i | -8 | i | i | i | i
COc1cc(OC)c(C2C(C#N)=C(N)OC3=C2C(=O)CC(C)(C)C3)cc1OC (stereo not given) | i | i | i | -1 | x | i | -8 | i | i | i | i
Cc1cc(CN2CCOCC2)c(O)c(C2(C)CCCCC2)c1 | i | i | -9.7* | 1 | -6 | i | -7 | i | i | i | i
COC(=O)C1=C(C)N(c2ccc(OC)c(OC)c2)C(=O)/C1=C\c1ccco1 | i | i | i | -4 | -5 | i | -10 | i | i | i | i
O=c1c2c([nH]c3ccccc13)CCCCCC2 | i | i | i | -11 | -3 | i | -7 | i | i | i | i
CCc1sc(NC(=O)C(C)C)nc1-c1ccccc1 | i | i | i | 0 | 0 | i | -17 | i | i | i | i
COc1ccc(NC(=O)N2CCN(c3cccc(C(F)(F)F)c3)CC2)cc1OC | i | i | i | -8 | -10 | i | -11 | i | i | i | i
Cc1ccc(NC(=O)NNC(=O)C2CC(c3cccnc3)=NO2)cc1 (stereo not given) | i | i | i | 1 | -2 | i | -4 | i | i | i | i
Cc1ccc(C(=O)c2c(NC(=O)c3ccccc3)sc(C)c2C)cc1 | i | 6* | i | 4 | -4 | i | -9 | i | i | i | i
COc1ccccc1OCCNC(=O)c1ccc(C(C)(C)C)cc1 | i | i | i | x | 0 | i | -5 | i | i | i | i
CCC(C)NC(=O)CSc1ccc(NC(C)=O)cc1 (stereo not given) | i | i | i | 10 | -2 | i | -3 | i | i | i | i
CCC1(c2ccccc2)NC(=O)N(CC(=O)c2ccc3c(c2)OCO3)C1=O (stereo not given) | i | i | i | 13 | -3 | i | -15 | i | i | i | i
CCNC(=S)N/N=C/c1c(C)nn(-c2cccc(Cl)c2)c1Cl | i | i | i | 0 | -1 | i | -6 | i | i | i | i

Continued; the last 5 above are carried over.
SMILES | TRPC4 inh | KCNQ1 block | KCNK3 inh | Dyrk1A ADPGlo | Platelet DG rel | KCNK9 block | hERG protect | PolyA inh | KCNQ1 pot | TRPC4 potent | TRPC4 act
Cc1ccc(C(=O)c2c(NC(=O)c3ccccc3)sc(C)c2C)cc1 | i | 6* | i | 4 | -4 | i | -9 | i | i | i | i
COc1ccccc1OCCNC(=O)c1ccc(C(C)(C)C)cc1 | i | i | i | x | 0 | i | -5 | i | i | i | i
CCC(C)NC(=O)CSc1ccc(NC(C)=O)cc1 (stereo not given) | i | i | i | 10 | -2 | i | -3 | i | i | i | i
CCC1(c2ccccc2)NC(=O)N(CC(=O)c2ccc3c(c2)OCO3)C1=O (stereo not given) | i | i | i | 13 | -3 | i | -15 | i | i | i | i
CCNC(=S)N/N=C/c1c(C)nn(-c2cccc(Cl)c2)c1Cl | i | i | i | 0 | -1 | i | -6 | i | i | i | i
Cc1n(CC(=O)c2ccc(F)cc2)c2ccccc2[n+]1C | i | i | i | -3 | -2 | i | -7 | i | i | i | i
COc1ccc(Nc2nc3ccccc3nc2C)cc1 | i | i | i | 6 | 2 | i | -8 | i | i | i | i
COc1ccc(N2CCN(S(=O)(=O)c3cc4c(cc3C)N(C(C)=O)CCO4)CC2)cc1 | i | i | i | 1 | -10 | i | -12 | i | i | i | i
CCNC(=S)N/N=C(\C)c1ccco1 | i | i | i | -8 | 0 | i | -6 | i | i | i | i
O=[N+]([O-])c1ccccc1-n1cnc2ccccc21 | i | i | i | 3 | -1 | i | -5 | i | i | i | i
O=C(N1CCN(c2ccc(F)cc2)CC1)C12CC3CC(CC(C3)C1)C2 | i | i | i | 1 | -1 | i | -7 | i | i | i | i
O=C(Nc1nc(-c2nc3ccccc3s2)cs1)C1CC1 | i | i | i | 5 | 5 | i | -7 | i | i | i | i
CC[C@H](C)[C@@H](CN[C@H](C)CNC)NCCC(c1ccccc1)c1ccccc1 | i | i | i | -1 | -3 | i | -15 | i | i | i | i
OCCC1CN(Cc2cnn(-c3ccccc3Cl)c2)CCN1Cc1ccsc1 (stereo not given) | i | i | i | x | 1 | i | -6 | i | i | i | i
COc1ccc(S(=O)(=O)NCC2CCC(C(=O)NCc3ccc(F)cc3)CC2)cc1 (stereo not given) | i | i | i | 3 | x | i | -1 | i | i | i | i
CCSc1nnc(NC(=O)c2nc(-c3ccccc3)n(-c3ccccc3)n2)s1 | i | i | i | -16 | 2 | i | -8 | i | i | i | i
CCN(CC)C(=O)C1CCC(C)(C(=O)O)C1(C)C (stereo not given) | i | i | i | -3 | -4 | i | 3 | i | i | i | i
O=C(c1cccc(Br)c1)N1CCN(C(=O)N2CCOCC2)CC1 | i | i | i | 3 | 5 | i | -4 | i | i | i | i
COCCSc1nnc(NC(=O)CS(=O)(=O)c2ccccc2)s1 | i | i | i | 2 | -6 | i | -3 | i | i | i | i
Cc1nc(NCCN2CCOCC2)c2nnn(Cc3ccccc3Cl)c2n1 | i | i | i | 0 | 4 | i | -14 | i | i | i | i
COc1ccc(CCNc2cc(C)nc3c(-c4ccccc4)c(C)nn23)cc1OC | i | i | i | -3 | 4 | i | -15 | i | i | i | i
CCn1c(-c2cc(-c3cc(OC)ccc3OC)nc3ccccc23)n[nH]c1=S | x | i | i | -5 | -6 | i | -5 | i | i | i | i
CCOC(=O)c1c(S(=O)(=O)NCc2cccs2)c(C)n(C)c1C | i | i | i | 1 | -8 | i | -3 | i | i | i | i
O=C(CCN1C(=O)c2ccccc2C1=O)Nc1ccc(F)cc1F | i | i | i | 1 | 1 | i | -13 | i | i | i | i
CCOc1ccc(N(C)S(=O)(=O)c2ccc3[nH]cc(C(=O)NCC(OC)OC)c(=O)c3c2)cc1 | i | i | i | -3 | x | i | -6 | i | i | i | i
COc1ccc(CCNC(=O)c2ccc(-c3cccc([N+](=O)[O-])c3)o2)cc1OC | i | i | i | -3 | 14 | i | -11 | i | i | i | i
COC(=O)c1scc(C)c1-n1ccc(C(=O)C(=O)N(C)C)c1 | i | i | i | 21 | 0 | i | -5 | i | i | i | i
CCCC(c1nnnn1Cc1ccc(F)cc1)N1CCN(C2CCCCC2)CC1 (stereo not given) | i | i | i | 3 | 1 | i | -10 | i | i | i | i
Cc1nc2ccccn2c1C(=O)NNC(=O)Nc1cccc(C(F)(F)F)c1 | i | i | i | 14 | -6 | i | -6 | i | i | i | i
CC(C)CCNC(=O)COc1ccc(N(C)S(=O)(=O)c2ccc(F)cc2)cc1 | i | i | i | -7 | -1 | i | -21 | i | i | i | i
COc1cc(NC(=O)c2cccc(NC3=NC4CS(=O)(=O)CC4S3)c2)cc(OC)c1OC (stereo not given) | i | i | i | 2 | 2 | i | -12 | i | i | i | i
CC1(c2nnc(-c3ccncc3)o2)CC(c2cccc(Cl)c2)=NO1 (stereo not given) | i | i | i | 2 | 11 | i | -11 | i | i | i | i
COc1ccc(/C(C)=N/OC/C(O)=C(\C#N)c2nc3ccccc3[nH]2)cc1 | i | i | i | 3 | 3 | i | -4 | i | i | i | i
CS(=O)(=O)Nc1nnc(SCC(=O)N(c2ccccc2)c2ccccc2)s1 | i | i | i | -3 | 0 | i | -1 | i | i | i | i
Cc1cccc(OCCSc2cc(C)nc(N)n2)c1 | i | i | i | 5 | -1 | i | -2 | i | i | i | i

Only part of the results is shown; rates above refer to the full screens.
